RNase H inhibition: RNase H inhibition, HIV 1 Gag Pol polyprotein, FRET biochemical assay, screening (AID 372); HIV-1 RT RNase H, FRET RNA/DNA substrate fluorescence; higher % means a stronger effect; inhibition, % at 10 µM; hits with a dose series show IC50 in µM; hit rate 0.77% among 100,000; in the data active = inhibition above about 50%
An asterisk follows results filed as active. The list is partial (hit frequency here may not be typical).

SMILES	RNase H inhibition
CCOC(=O)C1=C(C)N=c2s/c(=C\c3ccc(-c4ccc(C)c([N+](=O)[O-])c4)o3)c(=O)n2C1c1ccc(OC)cc1 (stereo not given)	21%
C=CCN1C(=O)/C(=C\c2cc(C)n(-c3ccc(I)c(C)c3)c2C)SC1=S	7%
N#Cc1ccc(C=Nc2ccc(Br)c(Cl)c2)cc1	9%
COc1cc(C=O)ccc1OCCCOc1c(C)ccc(C)c1C	17%
Cc1ccc(Nc2nc3ccc(C)cn3c(=O)c2/C=N/O)cc1	16%
Oc1ccc(-c2nc(-c3ccccc3)c(-c3cccs3)[nH]2)cc1O	63%*
O=c1c(C=Nc2ccc(Cl)c(Cl)c2)c(O)n(C2CCCCC2)c(=O)n1C1CCCCC1	7%
O=C(/C=C\Nc1ccccc1[N+](=O)[O-])c1ccc(Cl)c(Cl)c1	8%
COC(=O)C(NC(=O)c1ccccc1)c1ccccc1 (stereo not given)	5%
CC1=C(C(=O)OC(C)C)C(c2ccc(OCC(N)=O)cc2)NC(=O)N1 (stereo not given)	0%
COc1cc(C=O)ccc1OCCOCCOc1ccccc1Cl	8%
Cc1ccc(OCC(=O)NNC(=O)COc2ccc(Cl)cc2)c(Br)c1	5%
O=C(Oc1cccc(/C=N/NC(=O)C(O)c2ccccc2)c1)c1cccc(F)c1 (stereo not given)	3%
CCc1ccc(O)c(N=Cc2cc(Cl)cc(Cl)c2O)c1	3%
CCNC(=O)CC1S/C(=N\N=C(/C)c2ccccc2)NC1=O (stereo not given)	0%
CC(=O)Oc1ccc(C2C(C(=O)OC3CCCCC3)=C(C)NC3=C2C(=O)CC(c2ccccc2)C3)cc1 (stereo not given)	0%
COC(=O)COc1cc(Br)c(/C=C2\C(=O)NC(=O)N(c3cc(C)cc(C)c3)C2=O)cc1OC	1%
Cc1cc(C)cc(NC(=O)C2CCCCC2)c1	7%
NC(=O)c1ccc(CN2CCN(Cc3ccccc3)CC2)cc1	0%
Clc1ccc(-c2nc3ccncc3[nH]2)cc1	4%
COc1ccc(CNc2ccc3c(c2)ncn3-c2ccc(OC)cc2)cc1	17%
CCN(CC)c1ccc(NC(=O)c2ccccc2F)cc1	3%
COCCOC(=O)C1=C(C)NC2=C(C(=O)CC(c3ccccc3)C2)C1c1ccc(Br)cc1 (stereo not given)	0%
Brc1ccc(CN2CCOCC2)cc1	11%
Cc1cc(Cl)ccc1OCC(=O)Nc1cccc(-c2nc3ncccc3o2)c1	10%

4 entries drawn at random from the list so far, as already listed:
SMILES	RNase H inhibition
COC(=O)COc1cc(Br)c(/C=C2\C(=O)NC(=O)N(c3cc(C)cc(C)c3)C2=O)cc1OC	1%
CC(=O)Oc1ccc(C2C(C(=O)OC3CCCCC3)=C(C)NC3=C2C(=O)CC(c2ccccc2)C3)cc1 (stereo not given)	0%
CCOC(=O)C1=C(C)N=c2s/c(=C\c3ccc(-c4ccc(C)c([N+](=O)[O-])c4)o3)c(=O)n2C1c1ccc(OC)cc1 (stereo not given)	21%
CC1=C(C(=O)OC(C)C)C(c2ccc(OCC(N)=O)cc2)NC(=O)N1 (stereo not given)	0%

Following part.
SMILES	RNase H inhibition
O=C(O)c1cccc2c(=O)oc3ccccc3c12	23%
O=C(O)/C(=C/c1ccccc1)c1c(F)c(F)c(F)c(F)c1F	7%
Cc1ccccc1NC(=O)c1cc2ccccc2c(/C=N/n2cnnc2)c1O	0%
CC1=C(C)CC2C(=O)C3=C(C(=O)C2C1)C1c2ccccc2C3c2ccccc21 (stereo not given)	13%
CC1=NN(c2cccc(F)c2)C(=O)/C1=C/c1cccs1	0%
COc1cc(/C=C2/SC(=S)N(CC(=O)NCCCN3CCOCC3)C2=O)cc(OC)c1OC	0%
Cc1cc(C)cc(OCCCOc2cccc3cccnc23)c1	21%
Cc1ccc(N2C(=O)/C(=C/c3cc(C)n(-c4ccc([N+](=O)[O-])cc4)c3C)C(=O)NC2=S)cc1	8%
COc1ccc(-c2nc3ccccc3o2)cc1NC(=O)c1cc(Cl)ccc1OC	20%
COc1cc2c(cc1OC)CN(Cc1ccc(OCc3ccccc3)cc1)CC2	11%
COc1cccc(OCCCN2CCCCC2)c1	3%
CCCn1c(=O)c(C(=O)Nc2ncccn2)c(O)c2ccccc21	11%
CCc1ccccc1N=C1S/C(=C\c2ccccc2OCC(=O)O)C(=O)N1c1ccccc1CC	22%
Cc1ccccc1C(=O)NNC(=O)c1cccc2ccccc12	0%
O=C(CCNS(=O)(=O)c1ccccc1[N+](=O)[O-])Nc1ccc(I)cc1	6%
Cc1ccc(/C(O)=C2\C(=O)C(=O)N(c3ccc(O)cc3)C2c2ccc(C)cc2)cc1 (stereo not given)	4%
CCCCS(=O)CC(O)COCC (stereo not given)	0%
CCSc1nnc2c(n1)OC(c1c(Br)cc(Br)c(O)c1Br)Nc1ccccc1-2 (stereo not given)	7%
CC(=O)c1c(C)n(-c2ccc(Cl)cc2)c2ccc(O)cc12	14%
CCOC(=O)NC(C(F)(F)F)(C(F)(F)F)P(=O)(OCCC(C)C)OCCC(C)C	13%
Cc1ccc(-c2ccccc2)n1-c1cccc2cccnc12	7%
O=C(Nc1ccc(F)cc1F)c1ccc(Cl)cc1	0%
COc1cccc(OCCNS(=O)(=O)c2ccc3ccccc3c2)c1	35%
CCCC(C)c1c(O)nc(Nc2nc(C)c3cc(OC)ccc3n2)[nH]c1=O (stereo not given)	4%
O=C(CSc1nnc(-c2ccccc2)n1-c1ccccc1)N/N=C/C=C/c1ccccc1	15%

The last 6 entries of the section before are carried over, then new ones follow:
SMILES	RNase H inhibition
CCOC(=O)NC(C(F)(F)F)(C(F)(F)F)P(=O)(OCCC(C)C)OCCC(C)C	13%
Cc1ccc(-c2ccccc2)n1-c1cccc2cccnc12	7%
O=C(Nc1ccc(F)cc1F)c1ccc(Cl)cc1	0%
COc1cccc(OCCNS(=O)(=O)c2ccc3ccccc3c2)c1	35%
CCCC(C)c1c(O)nc(Nc2nc(C)c3cc(OC)ccc3n2)[nH]c1=O (stereo not given)	4%
O=C(CSc1nnc(-c2ccccc2)n1-c1ccccc1)N/N=C/C=C/c1ccccc1	15%
CCc1ccc(/C=C(/NC(C)=O)C(=O)O)s1	10%
CCCCOc1ccccc1C1C(C(=O)OC)=C(C)N(C)C(C)=C1C(=O)OC	0%
O=[N+]([O-])c1ccc(O)c(-c2nc(-c3ccccc3)c(-c3cccs3)[nH]2)c1	12%
COc1cc(/C=C2\NC(=S)NC2=O)cc(Br)c1OC	14%
COc1ccc(/C=C/C(=O)Nc2nc(-c3cccc4ccccc34)cs2)cc1	5%
COc1ccccc1C(=O)NC(=S)Nc1cccc(-c2nc3ccccc3s2)c1	22%
O=C(NC(N1CCCCC1)C(Cl)(Cl)Cl)c1ccc(Cl)cc1Cl (stereo not given)	18%
C/C=C/COC(=O)C1=C(C)NC(=O)NC1c1ccc(Br)cc1 (stereo not given)	35%
COc1ccc(S(=O)(=O)Nc2ccc(OC)c(OC)c2)cc1Br	14%
O=C(NO)c1ccc(C(=O)N(C2CCCCC2)C2CCCCC2)cc1	8%
COc1ccc([N+](=O)[O-])cc1NC(=O)CC(C)(C)C	0%
Cc1ccccc1C(=O)Nc1ccc(Cl)cc1Cl	0%
Cc1[nH]n(-c2nc3ccccc3s2)c(=O)c1C=NC(C)c1ccccc1 (stereo not given)	2%
O=C1NC(=S)NC(=O)C1=Cc1ccc(OC(=O)c2ccc(Cl)cc2)cc1	27%
CC(C)(C)NC(=O)C1CCC(C)(C(=O)O)C1(C)C (stereo not given)	12%
CC1=C(C(=O)OCCc2ccccc2)C(c2ccc(Cl)cc2Cl)NC(=O)N1 (stereo not given)	33%
COc1ccccc1NC(=O)CC1S/C(=N\N=C(/C)c2ccc(F)cc2)NC1=O (stereo not given)	6%
NS(=O)(=O)c1ccc(NC(=O)CCCN2C(=O)S/C(=C/C=C/c3ccccc3)C2=O)cc1	13%
CC(=O)Nc1ccc(NC(=S)NC(=O)c2ccc(-c3ccc(Cl)cc3)o2)cc1	0%
C/C(CC(=O)Nc1ccccc1Cl)=N\NC(=O)c1ccco1	0%
COc1ccc2c(c1OC)C(=O)N(c1cccc(NC(C)=O)c1)C2	1%
Cc1ccc2nc(NC(=O)c3sc4ccccc4c3Cl)sc2c1	0%
C=CCN1C(=O)/C(=C\c2ccc(-c3ccc([N+](=O)[O-])cc3Br)o2)C(=O)NC1=S	19%
Cc1cc2ncn(CC(O)COC3CCCCC3)c2cc1C (stereo not given)	11%
COCCCNC(=O)CN(c1cccc([N+](=O)[O-])c1)S(=O)(=O)c1ccccc1	5%

Filtered by structure, the compounds so far with an NH in an aromatic ring
SMILES	RNase H inhibition
Oc1ccc(-c2nc(-c3ccccc3)c(-c3cccs3)[nH]2)cc1O	63%*
Clc1ccc(-c2nc3ccncc3[nH]2)cc1	4%
CCCC(C)c1c(O)nc(Nc2nc(C)c3cc(OC)ccc3n2)[nH]c1=O (stereo not given)	4%
O=[N+]([O-])c1ccc(O)c(-c2nc(-c3ccccc3)c(-c3cccs3)[nH]2)c1	12%
Cc1[nH]n(-c2nc3ccccc3s2)c(=O)c1C=NC(C)c1ccccc1 (stereo not given)	2%

Next part
SMILES	RNase H inhibition
Cn1c2c(c3cc(Br)ccc31)CCCC2=O	8%
CCOC(=O)c1c(NC(=S)NC(=O)c2cc(Cl)ccc2OC)sc2c1CCCC2	12%
CC1=C(C(=O)OC2CCC(C)CC2)C(c2ccc(C)cc2)NC(=O)N1 (stereo not given)	23%
Cc1ccc(OCC(=O)Nc2ccc(C(=O)Nc3cccc(O)c3)cc2)cc1C	2%
COc1ccccc1N(S(=O)(=O)c1ccccc1)S(=O)(=O)c1ccccc1	6%
Cc1ccc(SCCNC(=O)c2cccc(Cl)c2)cc1	6%
O=C(/C=C/c1cn(-c2ccccc2)nc1-c1ccc(Cl)cc1)c1cccs1	0%
COc1cccc(/C=N/n2c(-c3ccccc3)n[nH]c2=S)c1	10%
O=C(C(c1ccccc1)c1ccccc1)N1CCN(Cc2ccccc2[N+](=O)[O-])CC1	15%
CCCOc1cccc(C2C3=C(CC(C)(C)CC3=O)Nc3ccccc3N2C(=O)CC)c1 (stereo not given)	0%
Cc1ccc(OCCCCN2CCC(C)CC2)cc1C	1%
COc1ccc(Br)cc1CN1CCN(Cc2cccnc2)CC1	5%
O=C1C(=O)N(c2cccnc2)C(c2ccccc2[N+](=O)[O-])/C1=C(\O)c1ccc(Cl)cc1 (stereo not given)	0%
Cc1cccc(C(=O)N(C)Cc2ccccc2)c1	9%
CCOC(=O)C1=C(C)N=c2s/c(=C\c3ccc(O)c(OCC)c3)c(=O)n2C1c1c(OC)ccc2ccccc12 (stereo not given)	37%
Cc1cc(OCC(=O)Nc2ccc(Cl)cn2)ccc1Cl	0%
O=C1C2=C(Nc3[nH]n(-c4ccccc4)c(=O)c3C2c2ccccc2)c2ccccc21 (stereo not given)	16%
CCOC(=O)C1=C(C)N=c2s/c(=C\c3ccc(-c4cccc(C(=O)O)c4)o3)c(=O)n2C1c1ccc(SC)cc1 (stereo not given)	37%
CSc1nnc2c(n1)OC(c1c(C)cc(C)cc1C)Nc1ccccc1-2 (stereo not given)	14%
COc1cc(/C=C(\C#N)C(=O)NCc2ccco2)c(Br)c(Br)c1O	24%
NC(=O)NC(c1ccc(Cl)cc1)c1ccccc1Cl (stereo not given)	0%
Cc1ccc(C(=O)N/C(=C/c2cccnc2)C(=O)Nc2ccc(I)cc2)cc1	23%
CC1CCCN(c2ccc3nonc3c2[N+](=O)[O-])C1 (stereo not given)	1%
COc1ccc(OC)c(/C=C2\C(=O)NC(=O)N(c3ccccc3)C2=O)c1	1%
CCc1ccc(N2C(=O)/C(=C/c3cc(C)n(-c4cccnc4)c3C)C(=O)NC2=S)cc1	13%

The results go on.
SMILES	RNase H inhibition
CCCN1C(=O)c2ccccc2NC1c1ccccc1F (stereo not given)	0%
Cc1ccc(NC(=O)CC2Nc3ccccc3NC2=O)cc1Cl (stereo not given)	10%
CCCOC(=O)c1c(NC(=O)c2cc3ccccc3oc2=O)sc2c1CCC(C)C2 (stereo not given)	12%
O=C(NCc1ccccc1)NC(=O)c1ccncc1	4%
Cc1cc(OCc2nc(-c3ccc(Cl)cc3Cl)no2)ccc1Br	7%
Cc1ccc(/C=C/C(=O)Nc2ccc(F)cc2F)o1	9%
Cc1cc(C)c(OCCCCNC(C)(C)C)c(C)c1	17%
COc1ccc(OCCOc2ccccc2/C=C2\SC(=S)N(c3ccccc3)C2=O)cc1	14%
CCOc1cc(OCC)cc(C(=O)Nc2ccc(N3CCOCC3)c(Cl)c2)c1	16%
COC(=O)CCC(=O)Oc1ccc(-c2ccccc2)cc1	5%
Cc1ccc(NC(=O)/C=C\C(=O)O)c(C)c1	4%
O=[N+]([O-])c1ccc(/C(=N\Nc2ccccc2)c2cc(O)ccc2O)cc1	24%
C/C=C/c1ccc(OCCCCOc2cccc(Br)c2)c(OC)c1	17%
O=C(Cn1cc(/C=C2/C(=O)NC(=O)N(c3cccc(F)c3)C2=O)c2ccccc21)Nc1ccccc1	46%
CC(C)CNC(=O)C1CN(S(=O)(=O)c2ccccc2)CCN1S(=O)(=O)c1ccccc1 (stereo not given)	0%
Cc1ccc(/C=N/NC(=O)C(C)Oc2cccc(Cl)c2)o1 (stereo not given)	31%
Cc1ccc(NS(=O)(=O)c2cccc3c2C(=O)c2ccccc2C3=O)cc1C	11%
O=C(/C=C/c1ccccc1)NC(=S)Nc1cc([N+](=O)[O-])ccc1F	26%
Cc1ccccc1N1C(=O)/C(=C\c2cn(CC(=O)Nc3ccccc3)c3ccccc23)C(=O)NC1=S	26%
O=C(COc1ccc2ccccc2c1)Nc1ccc(-c2nc3cccnc3o2)cc1	15%
Cc1ccc(NC2CC(C)N(C(=O)CN3C(=O)c4ccccc4C3=O)c3ccc(C)cc32)cc1 (stereo not given)	4%
O=C(CN1C(=O)c2ccccc2C1=O)Nc1cccc2ncccc12	5%
CCOC(=O)C1=C(c2ccccc2)OC(N)=C(C#N)C1c1cccs1 (stereo not given)	15%
N=C1/C(=C(/O)c2ccccc2)C(c2ccccc2Cl)C2=C(CCCC2=O)N1c1ccc(Cl)cc1 (stereo not given)	10%
CS(=O)(=O)N(CC(=O)NCCSc1ccccc1)c1cccc(Cl)c1	11%
CS(=O)(=O)N(Cc1ccccc1)c1ccc(C(=O)N2CCOCC2)cc1	0%
COc1ccccc1CNC(=O)c1cccc2ccccc12	10%
